MazEF act: activators of E. coli MazEF toxin-antitoxin RNase. P0AE70. FAM/BHQ RNA-DNA oligo cleavage fluorescence, 5 h. activation, % at 20 µM. 350,000 tested, 0.32% active; in the data active = activation above about 50%
Mtb BioA inh: BioA (M. tuberculosis) enzyme inhibition | purified M. tuberculosis BioA enzyme, plate reader | inhibition, % at 9.99 µM | 360,000 tested, 0.096% active; in the data active = inhibition above about 40%; inconclusive = no clear call, values can overlap the other calls
CCHFV vOTU inh: blocks the CCHF virus ovarian tumor domain protease; CCHFV vOTU protease, Pep-AMC fluorescence; inhibition, % at 11.5 µM; AID 651958; 370,000 tested, 0.55% active; note: 0% = vehicle wells with enzyme and 100% = no enzyme wells
FBA Mtb inh: inhibits M. tuberculosis FBA enzyme; inhibition, % at 1 µM; purified M. tuberculosis FBA, fluorescence read-out; 360,000 tested, 2.3% active; in the data active = inhibition above about 27%;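 note: 0% = vehicle and 100% = reference inhibitor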
Target sequence (P9WQA3 whole entry, looked up): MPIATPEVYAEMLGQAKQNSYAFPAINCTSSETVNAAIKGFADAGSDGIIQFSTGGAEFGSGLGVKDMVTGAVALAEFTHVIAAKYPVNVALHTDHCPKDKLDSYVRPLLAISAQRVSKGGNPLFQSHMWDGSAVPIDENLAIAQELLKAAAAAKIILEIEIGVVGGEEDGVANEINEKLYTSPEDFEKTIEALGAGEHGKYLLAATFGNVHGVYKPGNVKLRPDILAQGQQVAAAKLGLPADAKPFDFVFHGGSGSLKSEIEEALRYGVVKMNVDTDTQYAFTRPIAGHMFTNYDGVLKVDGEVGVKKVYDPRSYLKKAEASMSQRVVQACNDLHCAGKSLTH
Rv3671c protease: Rv3671c (M. tuberculosis) protease inhibition; 320,000 tested, 0.048% active; P9WHR9; inhibition, % at 5.96 µM; in the data active = inhibition above about 38%;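 note: extracellular domain of Rv3671c used as enzyme; 0% = enzyme with DMSO and 100% = no enzyme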
UGM FP inh: Mtb UDP-galactopyranose mutase inhibition; AID 504406; 320,000 tested, 0.06% active; purified UGM, fluorescence polarization probe displacement; inhibition, % at 10 µM; in the data active = inhibition above about 10%, passing the limit was not always enough; inconclusive = no clear call, values can overlap the other calls
Target sequence (P9WIQ1 whole entry, looked up): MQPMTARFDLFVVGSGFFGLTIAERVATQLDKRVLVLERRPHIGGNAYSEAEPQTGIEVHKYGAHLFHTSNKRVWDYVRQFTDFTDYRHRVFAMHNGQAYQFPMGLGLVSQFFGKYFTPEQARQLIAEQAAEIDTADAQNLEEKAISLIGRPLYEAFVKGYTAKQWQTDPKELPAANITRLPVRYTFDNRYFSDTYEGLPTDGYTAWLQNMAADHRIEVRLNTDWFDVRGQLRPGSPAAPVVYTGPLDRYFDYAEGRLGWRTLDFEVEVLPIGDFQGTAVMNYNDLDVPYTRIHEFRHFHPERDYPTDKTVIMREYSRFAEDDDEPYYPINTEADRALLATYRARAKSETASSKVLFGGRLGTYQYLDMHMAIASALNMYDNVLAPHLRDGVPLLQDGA
FadD28 FP inh: blocks FadD28 binding to the bisubstrate probe; 360,000 tested, 0.22% active; inhibition, % at 12.5 µM; fluorescence polarization; in the data active = inhibition above about 8.5%, passing the limit was not always enough; inconclusive = no clear call, values can overlap the other calls
GDH-TPI counter: inhibits GDH-TPI coupling enzymes, artifact for Mtb FBA screen; GDH-TPI coupled enzyme counterscreen, NADH absorbance; 360,000 tested, 1.2% active; inhibition, % at 4.8 µM;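 note: 0% = DMSO wells and 100% = wells lacking the enzyme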
BoNT-F LC inh: BoNT F light chain protease inhibition; inhibition, % at 10 µM; AID 588497; 360,000 tested, 0.22% active; Multiplex microsphere protease cleavage assay, flow cytometry; in the data active = inhibition above about 35%, passing the limit was not always enough; inconclusive = no clear call, values can overlap the other calls; note: plate controls were buffer without enzyme for full effect and enzyme alone for no effect
VHR inh abs: blocks human VHR1 dual specificity phosphatase. P51452. recombinant VHR phosphatase, pNPP absorbance. inhibition, % at 13.3 µM. 290,000 tested, 0.52% active. AID 1654; in the data active = inhibition above about 50%; note: some compounds called inactive have numbers as strong as hits
Target sequence (P51452 whole entry, looked up): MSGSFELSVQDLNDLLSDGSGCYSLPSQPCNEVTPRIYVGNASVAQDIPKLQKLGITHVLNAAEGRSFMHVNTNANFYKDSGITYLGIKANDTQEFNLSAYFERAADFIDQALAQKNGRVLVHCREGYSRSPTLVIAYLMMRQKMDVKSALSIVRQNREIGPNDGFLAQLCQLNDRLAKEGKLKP
The depositor's hits bear a star; ? = inconclusive; · = not tested or not shown; & = joins results of further samples. Cut-off read from the data, not from the text of the source, unless noted: active = inhibition above about 30%; inactive = the rest. Hits appear at their usual frequency. About 4.9% of those tested had a hit in this group.

nr	smiles	MazEF act	Mtb BioA inh	CCHFV vOTU inh	FBA Mtb inh	Rv3671c protease	UGM FP inh	FadD28 FP inh	GDH-TPI counter	BoNT-F LC inh	VHR inh abs
1	COC(=O)CSc1nc(Cc2ccccc2)nc2ccccc12	1	·	-8	3	3	0.9	-4.9	7	-2	-1
2	O=C(CCCC(=O)OCC(F)(F)C(F)F)Nc1ccccc1F	-13	·	5	3	-7	2.7	-2.2	1	4	22
3	Oc1ccccc1C(=S)N1CCCCC1	8	0.4	7	-2	-6	1.8	-1.5	-11	-9	18
4	Cc1nc(NC(=O)CSc2nnc(-c3ccc4c(c3)OCO4)o2)c(Cl)cc1Cl	-4	-1.2	12	-4	-5	0.8	-2.7	-2	4	10
5	CN1c2ccccc2N(C)C1c1ccc2c(c1)OCO2	-1	-0.5	0	0	9	0.4	-0.6	5	-8	6
6	C=CCn1c(SCC(=O)NCC2CCCO2)nc2scc(-c3ccco3)c2c1=O (stereo not drawn)	-6	2.1	-2	-2	-3	-2.6	-0.3	3	4	-2
7	COc1ccccc1CNC(=O)COC(=O)Cc1c(F)cccc1Cl	2	·	-9	4	1	-0.8	-0.8	5	-11	20
8	NC(=O)c1ncn([C@@H]2O[C@H](CNCc3ccccc3OCc3ccc(Cl)cc3Cl)[C@@H](O)[C@H]2O)n1	5	0.9	3	-2	·	·	-4.4	1	-8	·
9	O=C(COC(=O)C12CC3CC(CC(Br)(C3)C1)C2)Nc1cccc(S(=O)(=O)N2CCOCC2)c1	-5	·	8	-2	-31	-0.7	0.2	10	-3	·
10	c1cc(-c2sc(-c3ccncc3)c(-c3ccncc3)c2-c2ccncc2)ccn1	-6	2.3	22	6	-6	0.0	-0.7	2	·	53*
11	CCCNC(=O)C(=O)NCCC1=CCCCC1	7	5.7	6	-2	-2	0.2	-1.8	7	-6	34
12	Cc1ccc(N2C(=O)CSC23C(=O)Nc2ccccc23)cc1 (stereo not drawn)	0	0.8	-19	2	-3	0.2	-1.2	-1	-10	4
13	CC(C(N)=O)N1C(=O)C2C3C=CC(C3)C2C1=O (stereo not drawn)	1	-2.0	2	1	3	3.3	-1.4	0	-1	19
14	CC(C)CNS(=O)(=O)c1ccc(CCC(=O)NCc2ccc(Cl)cc2)cc1	9	1.1	18	-1	4	-1.6	-3.5	-4	5	-4
15	CCOC(=O)c1sc2nc(C)cc(C)c2c1NC(=O)c1ccco1	7	-2.4	12	0	-1	0.0	-3.7	3	1	36
16	Cc1cc(S(=O)(=O)NCCN2CCOCC2)ccc1Cl	6	0.9	-4	0	-9	4.0	·	-3	-21	30
17	CC(NC(=O)COC(=O)CN1C(=O)C2CCCCC2C1=O)c1ccccc1 (stereo not drawn)	0	-2.2	9	-3	3	-2.0	-0.9	5	-11	·
18	CC(C)(C)C1CCc2c(sc(NC(=O)CSc3ncn[nH]3)c2C#N)C1 (stereo not drawn)	-2	-1.3	13	-1	-17	1.9	-2.8	5	0	4
19	Cc1cnc(C(=O)Nc2nccs2)cn1	0	-1.2	2	0	3	-1.0	1.4	12	-3	10
20	O=C(C1=C(O)C(=O)N(CCOCCO)C1c1ccccn1)c1cccs1 (stereo not drawn)	1	0.0	-6	1	-2	1.5	-1.5	4	·	8
21	Oc1c(C(c2ccccn2)N2CCOCC2)ccc2cccnc12 (stereo not drawn)	-6	·	·	1	5	-0.6	-2.8	0	-6	15
22	C=CCN1CCN(C(c2ccc(OC)c(OC)c2)c2nnnn2C(C)(C)C)CC1 (stereo not drawn)	2	-1.0	6	1	·	·	0.1	14	-6	8
23	NC(=O)c1cccc(C(N)=O)n1	12	-2.1	1	-3	-1	1.7	-2.0	0	-4	15
24	CC(C)NC(=O)N(C)C[C@H]1OCc2cnnn2CCCC(=O)N([C@@H](C)CO)C[C@H]1C	3	-9.8&1.7	-3	-3	·	·	-0.2	0	-6	·
25	CCCCCOc1ccc(C2C(C(=O)c3ccc(C)o3)=C(O)C(=O)N2c2cc(C)on2)cc1 (stereo not drawn)	-4	-2.7	17	0	-15	1.0	-6.0	6	2	-13
26	COc1ccc(NC(=O)c2cccs2)cc1O	9	3.0	9	-2	-3	-0.1	-3.9	-3	?	-6
27	O=C(C[C@H]1C[C@H](C(=O)N2CCOCC2)[C@@]2(CCC3CCCC3)c3[nH]c4ccc(Cl)cc4c3CCN2C1=O)NCCN1CCOCC1	1	0.5	6	1	·	·	-1.0	2	-1	·
28	COc1ccc(OCCCC(=O)N2CCN(S(=O)(=O)c3cccc(F)c3)CC2)cc1	6	0.2	-9	-1	9	-1.9	-4.2	4	·	·
29	O=C(CCS(=O)(=O)c1ccc(Br)s1)NCc1ccccc1	3	-0.2	21	2	-3	-0.1	-4.3	-7	-23	-2
30	O=C(COc1ccc(Cl)cc1)Nc1ncc([N+](=O)[O-])s1	0	·	15	-8	·	·	0.6	7	2	37

Reprinted from the part before: two entries; new compounds follow.
nr	smiles	MazEF act	Mtb BioA inh	CCHFV vOTU inh	FBA Mtb inh	Rv3671c protease	UGM FP inh	FadD28 FP inh	GDH-TPI counter	BoNT-F LC inh	VHR inh abs
29	O=C(CCS(=O)(=O)c1ccc(Br)s1)NCc1ccccc1	3	-0.2	21	2	-3	-0.1	-4.3	-7	-23	-2
30	O=C(COc1ccc(Cl)cc1)Nc1ncc([N+](=O)[O-])s1	0	·	15	-8	·	·	0.6	7	2	37
31	NC(=O)c1ccc(OCC(F)(F)F)nc1	5	-0.2	2	-2	-1	0.5	-2.1	5	?	4
32	Cc1cc(C(F)F)n2nc(C(=O)Nc3sc4c(c3C(N)=O)CCC4)nc2n1	7	4.7	-1	-3	-15	·	-2.7	9	-8	13
33	CC(NC(=O)Cc1ccc(Br)cc1)c1ccccc1 (stereo not drawn)	4	-2.2	0	3	-13	0.3	0.9	7	-18	21
34	CCOC(=O)N1CCN(Cc2nc3c(c(=O)n(C)c(=O)n3C)n2CCC(C)C)CC1	3	0.3	3	1	-1	2.3	0.1	-1	-3	25
35	COc1cccc(C2CC(C(F)(F)F)n3ncc(C(=O)NCc4ccco4)c3N2)c1 (stereo not drawn)	-8	·	11	-3	-1	0.8	-5.0	-4	5	-8
36	CCOc1ccccc1N1CCN(C(=O)c2cc3ccccc3cc2OC)CC1	1	-0.8	-1	-2	·	·	-2.2	1	3	·
37	CCCCCCOc1ccc(CN2CCN(CC)CC2)cc1	8	-0.3	-9	3	0	1.5	0.5	9	-3	8
38	CC(C)[C@H]1COCCS(=O)(=O)N1Cc1ccccc1-c1ccccc1	1	-0.2	5	-2	·	·	-4.7	-1	-3	·
39	O=C(Nc1cccnc1)c1cc2c(s1)-c1ccccc1OC2	-14	25	-76	73*	-73	0.4	-2.5	37*	0	7
40	O=C(Nc1cccc(Oc2ccccc2)c1)C1Cc2c(-c3ccccc3)ccnc2O1 (stereo not drawn)	·	-2.0	-14	5	·	·	0.3	8	8	·
41	C[C@H](CO)N1C[C@H](C)[C@@H](CN(C)Cc2ccc(C(F)(F)F)cc2)OCc2cnnn2CCCC1=O	4	0.1	2	0	·	·	-1.2	0	-9	·
42	CCCCC(=O)Nc1cc([N+](=O)[O-])ccc1F	9	·	4	0	1	-3.2	-0.4	0	1	12
43	CC(=O)NC(Cc1ccc(F)c(F)c1)C(=O)NC1CCN(c2c(Cc3ccccc3)c(C)nc3ncnn23)CC1 (stereo not drawn)	3	-1.1	-6	3	-2	-1.0	-2.9	4	-2	8
44	COc1ccc(CN2CCN(C(=O)CC(C)C)CC2)cc1	9	0.9	-5	3	1	1.8	-2.4	9	?	-24
45	Cn1c(N2CCCCC2)nc2c1c(=O)[nH]c(=O)n2C	1	-0.6	-2	-2	4	0.1	-0.8	7	-1	-2
46	COC(=O)c1ccc(NS(=O)(=O)c2c(C)[nH]c(C)c2C(=O)N2CCCC2)cc1	7	-0.7	4	-3	10	1.4	1.1	-3	-3	7
47	C=CCSc1nnc(CSc2nc3sc4c(c3c(=O)[nH]2)CCCC4)n1-c1ccccc1	-4	23	11	6	·	·	-1.4	11	-12	12
48	CCOc1cccc(-c2c(C(=O)N/N=C/c3cccs3)nnn2-c2nonc2N)c1	8	-1.4	22	6	-3	-0.5	-3.8	26	10	-3
49	Cc1ccc(C(=O)NC(=S)Nc2cccnc2Cl)cc1	2	1.0	2	-6	-11	-0.3	-4.9	-5	-3	17
50	CC(=O)Nc1ccc2c(c1)C(=Nc1cccc(C)c1)c1ccccc1-2	-4	·	-2	1	·	·	-2.8	5	-7	·
51	CCNC(=O)N1CCN(S(=O)(=O)c2ccc3c(c2)OCCCO3)CC1	2	-1.4	-4	-2	3	3.6	-3.1	5	0	·
52	NC(=O)C(=O)N/N=C/c1c2ccccc2cc2ccccc12	3	-2.8	2	-3	-16	7.5	-3.1	11	-4	-6
53	CCCc1nc2ccccc2c(=O)n1/N=C/c1ccccc1O	-6	1.9	27	-1	6	-1.2	-2.5	2	6	4
54	Cc1csc2ncnc(N3CCN(C(=S)Nc4ccc(F)cc4F)CC3)c12	-1	-0.7	-6	2	4	0.6	-1.9	6	·	9
55	O=C(c1ccccc1)c1ccc(C(=O)N2CCCC(C(F)(F)F)C2)cc1 (stereo not drawn)	-1	·	19	9	3	-1.8	-0.4	1	?	·
56	CN1CCN(C(=O)C(N)Cc2ccccc2)CC1 (stereo not drawn)	9	·	-10	3	-3	-1.1	-0.6	0	-6	14
57	CCOC(=O)CSc1n[nH]c(NC(=O)c2cccc(C)c2)n1	-7	0.0	-8	3	13	0.5	-5.8	5	-9	35
58	Cc1ccc(/C=C2\SC(=S)N(CCCC(=O)NNC(=O)c3ccccc3O)C2=O)cc1	-21	-1.8	1	-1	0	-0.6	-0.8	-1	-2	16
59	CCOC(=O)c1c(NC(=O)CSc2nnc(-c3ccccc3C)n2C)sc(C(C)=O)c1C	6	5.9	2	2	-5	0.1	-0.7	12	-1	16
60	Cn1cc(C(=O)OCC(=O)N2CCCC2)c2ccccc21	6	-0.4	0	-1	11	-2.5	-3.6	-5	·	·
61	O=C(/C=C/Nc1ccc(F)c(F)c1)c1cccs1	-1	1.0	14	0	4	-0.8	-6.3	5	5	9

Source: PubChem
